# Epigenetic reg: regulators of epigenetic silencing causing reporter derepression in mouse cells; murine LDR cells, GFP reporter derepression, 30 h; Potency, µM (series often up to 53.9 µM), for inactives: at the top dose GFP activation, hits mostly activators; hit rate 0.2% among 280,000; AID 1865; active means well fitted activation curve with a large enough effect; inconclusive means small, poorly fitted or top-dose-only effect; further: % of control where 0% means no effect; nearly all actives have a fitted effect of over 60% in size
#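 Murine LDR cells bearing a silenced CMV-driven GFP reporter were exposed to compound for 30 h at 37 C. After PBS washes, GFP-positive cells (20-120 um objects) counted by laser-scanning microplate cytometry.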
# An asterisk follows results filed as active; ? = inconclusive. Potency means the concentration at half of the fitted maximal effect. A portion of the library (hit frequency here may not be typical).
Epigenetic reg | Structure
11% | Cc1ccc(CNC(=O)CCn2ccc3cc(S(=O)(=O)N4CCCC4)ccc32)cc1
7.8% | CCc1cccc(CC)c1NC(=O)C(Cc1ccccc1)NS(=O)(=O)c1cccc2nsnc12 (stereo unspecified)
0.0% | COc1ccc2nc(SCC(=O)c3c(C)[nH]c4ccccc34)nc(C)c2c1
-6.3% | CC1=C(c2ccc(C(C)C)cc2)S(=O)(=O)NC1=NCc1ccc(OC(C)C)cc1
0.7% | COc1ccccc1CCNC(=O)Cc1ccc(NC(=O)N2CCSc3ncccc32)cc1
4.8% | Cc1cccc(-c2nnc(SCC(=O)NC3CCCCC3)o2)c1
-1.3% | COc1cc(NS(=O)(=O)c2c(C)nc3sc(C)c(C)n3c2=O)cc(OC)c1
3.2% | COc1ccccc1NC(=O)C1=C(C)Nc2nc(SCc3ccccc3Cl)nn2C1c1ccccn1 (stereo unspecified)
-1.1% | Cc1cccc(CNC(=O)C(=O)Nc2ccccc2C)c1
2.7% | Cc1ccc(Cn2cc(CCC(=O)NCc3ccccc3F)c3ccccc32)cc1
0.8% | COc1ccc(CCNC(=O)CCc2c(C)nc3cc(-c4ccccc4OC)nn3c2C)c(OC)c1
-1.4% | Cc1cc(F)ccc1NC(=O)C1CCN(C(=O)c2cnn(-c3ccccc3)c2-n2cccc2)CC1
-1.0% | CCCCN(CCCC)S(=O)(=O)c1ccc(NC(=O)c2c(-c3ccccc3)noc2C)cc1
-0.6% | Cc1ccc(OCCCn2c(C3CC(=O)N(c4cccc(Cl)c4)C3)nc3ccccc32)c(C)c1 (stereo unspecified)
4.5% | Cc1cc(C)c(NC(=O)CSc2ccc(-c3ccccn3)nn2)c(C)c1
0.4% | COc1ccc(-n2nc3c(N4CCC(C(=O)NCCc5ccccc5)CC4)nnc(C)c3c2C)cc1
0.3% | Cc1ccc(N=C2NC(=O)CC(C(=O)Nc3cc(C(F)(F)F)ccc3Cl)S2)cc1 (stereo unspecified)
1.6% | CC(=O)Nc1ccc(Nc2nc3ccc(Cl)cc3n3cnnc23)cc1
-0.2% | Cc1ccc(NC(=O)c2ccc(CNS(=O)(=O)c3ccc4c(c3)C(C)(C)C(=O)N4C)cc2)cc1C
6.9% | CSc1cccc(-n2nnc(-c3nsc(NC(=O)c4cccs4)n3)c2C)c1
2.7% | O=C(Nc1nc2n(n1)C(c1ccc(F)cc1)C=C(c1ccccc1)N2)c1cccc([N+](=O)[O-])c1 (stereo unspecified)
-1.3% | Cc1ccc(Oc2c(C(F)(F)F)oc3c(CN4CCCCC4)c(O)ccc3c2=O)cc1
-1.0% | Oc1ccc(NCc2ccccc2OCc2ccccc2Cl)cc1
0.0% | CCOC(=O)c1c(NC(=O)c2cc(Cl)ccc2Cl)sc2c1CCCC2
10% | CCOc1ccc(NC(=O)C2CCN(S(=O)(=O)c3c(C)noc3/C=C/c3ccco3)CC2)cc1

# Brought forward from above: three entries; new compounds follow.
Epigenetic reg | Structure
-1.0% | Oc1ccc(NCc2ccccc2OCc2ccccc2Cl)cc1
0.0% | CCOC(=O)c1c(NC(=O)c2cc(Cl)ccc2Cl)sc2c1CCCC2
10% | CCOc1ccc(NC(=O)C2CCN(S(=O)(=O)c3c(C)noc3/C=C/c3ccco3)CC2)cc1
1.3% | COc1ccc(C2=C(N3CCN(c4cc(Cl)ccc4C)CC3)c3ccccc3C2=O)cc1
7.7% | Cc1ccc(-n2nc3c(N4CCCC(C(=O)NCc5ccc(Cl)cc5)C4)nnc(C)c3c2C)cc1 (stereo unspecified)
? | CC(NC(=O)c1ccc(Nc2nc3ccccc3n3nnnc23)cc1)c1ccccc1 (stereo unspecified)
-1.3% | COCCCNC(=O)N1[C@H](c2cccs2)[C@@H](C)C(=O)[C@@H](C)[C@@H]1c1cccs1
0.0% | CCc1ccc(S(=O)(=O)c2cnc3ccc(OC)cc3c2N2CCCC(C)C2)cc1 (stereo unspecified)
-2.9% | CCOc1ccc(-n2nc3cc(C)c(NC(=O)c4cc(OCC)c(OCC)c(OCC)c4)cc3n2)cc1
-1.1% | Cc1nn(Cc2noc(C(=O)NCc3cccc(F)c3)n2)c(C)c1Br
3.0% | Cc1cc(C)cc(NC(=O)CSc2nnc(CNC(=O)c3c(F)cccc3Cl)o2)c1
1.4% | Cc1ccc(OCCn2c(C3CC(=O)N(Cc4ccc(F)cc4)C3)nc3ccccc32)c(C)c1 (stereo unspecified)
0.0% | Cc1cc(C)c2c(CC(=O)Nc3c(C(=O)Nc4ccc(Cl)cc4)oc4ccccc34)coc2c1
-1.0% | Cc1ccc(NC(=O)CCSc2nc(-c3ccco3)cc(C(F)(F)F)n2)cc1F
-0.2% | CCc1nn(CC(=O)NCCc2ccc(OC)cc2OC)c(=O)c2cc3c(OC)cccc3n12
0.0% | CCOc1ccccc1C1CC(=O)Oc2c1c(=O)n(C)c1ccccc21 (stereo unspecified)
-2.4% | CCC(C)NC(=O)c1[nH]c2cc(OC)ccc2c1Sc1ccc(C)cc1 (stereo unspecified)
4.4% | O=c1c2ccccc2n(Cc2ccccc2F)c(=O)n1-c1cccc(F)c1
-3.9% | CCN1CCN(c2cc(C)c3cc(NC(=O)/C=C/c4ccc(OCCC(C)C)cc4)ccc3n2)CC1
0.8% | Cc1ccc2c(CC(=O)N(Cc3cccc(Cl)c3)C3CCS(=O)(=O)C3)coc2c1 (stereo unspecified)
-0.8% | Cc1ccccc1Nc1nnc(-c2ccc(C)c(S(=O)(=O)N3CCCCC3)c2)c2ccccc12
3.5% | COc1ccccc1C1=NS(=O)(=O)N(C)C(C(=O)Nc2cc(OC)c(OC)c(OC)c2)=C1
0.7% | COc1ccc(NC(=O)NCC2CCN(Cc3ccccc3F)CC2)c(OC)c1
4.5% | CCCN(CCC)C(=O)Cn1c(=O)n(-c2ccc(CC)cc2)c(=O)c2ccc(C(=O)NCCc3ccccc3)cc21
-1.1% | COc1ccc(-c2nc(CN3CCC(C(=O)NCc4ccc(C)cc4)CC3)c(C)o2)cc1OC
0.5% | COc1cccc(NC(=O)Cn2c(=O)n(CC(=O)NCCc3ccccc3)c(=O)c3sccc32)c1
-0.9% | CC(=O)c1ccc(NC(=O)CN(C)S(=O)(=O)c2cccc3nsnc23)cc1
5.5% | CCOc1ccc(Nc2c3c(nc4nncn24)CCC3)cc1

# The listing continues:
Epigenetic reg | Structure
-0.1% | Cc1ccc(Cn2cc(CCC(=O)NC3CCC(C)CC3)c3ccccc32)cc1 (stereo unspecified)
-1.6% | CCOc1cc(C(=O)Nc2ccc3oc(-c4ccc(F)cc4Cl)nc3c2)cc(OCC)c1OCC
0.0% | CCN(C(=O)c1ccc2c(=O)n3c(nc2c1)CCCCC3)c1cc(C)ccc1C
-0.8% | CCCCn1c(=O)nc2n(-c3ccc(F)cc3)c3ccccc3cc-2c1=O
3.7% | COc1ccc(-c2ccc3c(N)c(C(=O)Nc4cccc(C)c4)sc3n2)cc1
1.1% | CN(C(=O)c1nc(-c2cccc(F)c2)n2c1CCCCC2)c1ccccc1F
-1.0% | CCc1ccc(OCc2nc(-c3ccc(OC)c(OC)c3)no2)c(Br)c1
-0.9% | COC(=O)c1ccccc1NC(=O)CCn1c(=O)c2cccn2c2cccnc21
1.6% | CCOc1ccc(-n2nc3cc(C)c(NC(=O)CC)cc3n2)cc1
-3.5% | Cc1n[nH]c(C)c1S(=O)(=O)N1CCCC(C(=O)Nc2ccc(Cl)cc2)C1 (stereo unspecified)
3.7% | CCN1CCN(Cc2c(O)ccc3oc(C)c(C(=O)Nc4cccc(C(F)(F)F)c4)c23)CC1
0.7% | O=C(CSc1nc(-c2cccc(F)c2)[nH]c1-c1ccccc1)Nc1ccc2c(c1)OCO2
0.0% | CCC(C)NC(=O)Cn1c(=O)n(CCCCCC(=O)NCc2ccccc2Cl)c(=O)c2sccc21 (stereo unspecified)
2.7% | COc1cc(OC)c(NC(=O)c2c(C)oc3ncn(C)c(=O)c23)cc1Cl
2.3% | COc1ccc(CCNC(=O)c2cc3c(-c4ccccc4F)nn(C)c3s2)c(OC)c1
-1.9% | Nc1c(-c2nc(-c3ccncc3)no2)nnn1CC(=O)Nc1ccccc1
-0.3% | CCN1C(=O)C(Cc2nc3ccccc3c(=O)n2-c2ccccc2)c2cc(Br)ccc21 (stereo unspecified)
-1.1% | CCc1ccc(-n2nc3cc(C)c(NC(=O)c4cc(OC)cc(OC)c4)cc3n2)cc1
-3.1% | Cc1ccccc1Cn1c(CN2CCN(c3cc(Cl)ccc3C)CC2)nc2c1c(=O)[nH]c(=O)n2C
-1.8% | CC(C)(C)C(=O)Cn1c(=O)n(CCCCCC(=O)NCc2ccc3c(c2)OCO3)c(=O)c2sccc21
9.8% | O=c1n(Cc2ccc(Cl)cc2)c2ccccc2c2nc(-c3ccccc3)nn12
-5.6% | Cc1ccc(Cl)cc1NC(=O)Nc1nnc(N(C)Cc2ccccc2)s1
-1.0% | Cc1ccsc1CCN1C(=O)N(c2ccc(F)cc2)C(=O)C1CC(=O)Nc1ccccc1 (stereo unspecified)
-1.1% | COc1ccccc1Cn1cc(C(=O)c2ccccc2)c(=O)c2cc(OC)c(OC)cc21
1.8% | CCOC(=O)c1ccc(NC(=O)Cc2ccc(-n3c(CC)nc4cccnc43)cc2)cc1

# 4 entries drawn at random from those above:
Epigenetic reg | Structure
-0.3% | CCN1C(=O)C(Cc2nc3ccccc3c(=O)n2-c2ccccc2)c2cc(Br)ccc21 (stereo unspecified)
1.8% | CCOC(=O)c1ccc(NC(=O)Cc2ccc(-n3c(CC)nc4cccnc43)cc2)cc1
1.1% | CN(C(=O)c1nc(-c2cccc(F)c2)n2c1CCCCC2)c1ccccc1F
-5.6% | Cc1ccc(Cl)cc1NC(=O)Nc1nnc(N(C)Cc2ccccc2)s1

# Following part:
Epigenetic reg | Structure
2.2% | Cc1ccc2c(c1)N(CCCC(=O)Nc1cccc(C(F)(F)F)c1)C(=O)CO2
3.8% | COc1ccc(Cn2c(SCc3ccc(C(=O)NCc4ccc(C)cc4)cc3)nc3cccnc32)cc1
-4.9% | COc1ccc(/C=C/c2nc(C#N)c(NCCc3ccc(OC)c(OC)c3)o2)cc1OC
2.5% | CCOC(=O)c1cccc(NC(=O)C2CCN(c3nnc(C)c4c(C)n(-c5ccccc5)nc34)CC2)c1
-1.4% | CC(C)c1ccc(NC(=O)c2ccc3c(c2)CCN3S(=O)(=O)c2ccccc2)cc1
1.8% | Cc1cccc(NC(=O)c2cc3c(=O)n4cccc(C)c4nc3s2)c1C
5.6% | Cc1cc(C)c(NC(=O)Cn2c(=O)oc3cc(S(=O)(=O)N4CCCCCC4)ccc32)c(C)c1
-1.7% | Cc1cc(C)cc(C(=O)Nc2ccc(-c3cn4cccnc4n3)cc2)c1
0.0% | Cc1ccccc1NC(=O)Cn1c(=O)n(Cc2ccco2)c(=O)c2cccnc21
-1.6% | COC(=O)CCSc1nc2sc3c(c2c(=O)n1Cc1ccccc1)CCC(C(C)(C)C)C3 (stereo unspecified)
-1.6% | CC(=O)c1c(C)oc2ccc(N(C(=O)Oc3ccccc3)S(=O)(=O)c3ccc(C(C)(C)C)cc3)cc12
-0.8% | CCc1ccc(OCC(=O)Nc2ccc(S(=O)(=O)Nc3onc(C)c3C)cc2)cc1
-2.7% | COc1ccccc1N1CCN(C(=O)c2ccc(Nc3nc4ccccc4n4nnnc34)cc2)CC1
-1.9% | COc1ccccc1CNC(=O)CC(c1ccc(F)cc1)N1Cc2ccccc2C1=O (stereo unspecified)
0.7% | COc1ccc(C(CC(=O)Nc2ccc(F)c(Cl)c2)N2Cc3ccccc3C2=O)cc1OC (stereo unspecified)
7.9% | CCCCN(C)CCNC(=O)c1cc(-c2ccc(Cl)s2)nc2ccccc12
-1.1% | Cc1ccc(C)c(CN2C(=O)c3ccccc3S(=O)c3ccc(C(=O)NCc4ccco4)cc32)c1 (stereo unspecified)
-1.8% | CC1(C)CC(=O)c2cc(C(=O)Nc3ccc(Br)cc3)c(=O)[nH]c2C1
0.9% | O=C(CCNS(=O)(=O)c1cccc2nsnc12)Nc1ccc(F)cc1
-1.9% | CCCOc1ccc(C(=O)N(Cc2ccc(N(C)C)cc2)CC2CCCO2)cc1 (stereo unspecified)
2.5% | CSc1ccc(CCNC(=O)CN2C(=O)COc3ccc(S(=O)(=O)N4CCCCCC4)cc32)cc1
6.5% | COc1ccc(NC(=O)CSc2nc(-c3ccc(F)cc3)c3cccc(C)c3n2)cc1
-1.1% | CCOC(=O)c1cc(C)n(CC2CCC(C(=O)Nc3cccc(C(C)=O)c3)CC2)c1C (stereo unspecified)
-1.0% | Cc1nc2nc(SCC(=O)NCc3ccccc3Cl)nn2c(C)c1Cc1ccccc1
3.5% | COc1ccc(OC)c(-c2nnc3n(CCc4ccccc4)c(=O)c4ccccc4n23)c1

# Some of the entries so far, with each value named.
CSc1ccc(CCNC(=O)CN2C(=O)COc3ccc(S(=O)(=O)N4CCCCCC4)cc32)cc1
- Epigenetic reg: 2.5%

COc1ccc(OC)c(-c2nnc3n(CCc4ccccc4)c(=O)c4ccccc4n23)c1
- Epigenetic reg: 3.5%

O=C(CCNS(=O)(=O)c1cccc2nsnc12)Nc1ccc(F)cc1
- Epigenetic reg: 0.9%

# Additional entries:
Epigenetic reg | Structure
-2.7% | CCN(C(=O)CSc1nnc(-c2cc(OC)c(OC)c(OC)c2)o1)c1ccccc1
4.2% | CCOc1ccccc1NC(=O)Cn1c(=O)n(C(C)C)c(=O)c2oc3ccccc3c21
-3.9% | Cc1ccccc1-c1noc(-c2ccc(N3CCN(c4ccccc4)CC3)c([N+](=O)[O-])c2)n1
-0.3% | CCCC(=O)N(c1ccc2oc3c(c2c1)CCCC3)S(=O)(=O)c1cc(C)ccc1C
? | COC(=O)c1c(SCC(=O)Nc2cccc(Cl)c2C)[nH]c2ccccc2c1=O

# Assay outcomes from PubChem.
